Akt phos inh – Akt phosphorylation inhibition | Neuro2A IGF-stimulated pAkt S473 HTRF, 20 min; active compounds read low | activity change, % for hits at 50 µM | hit rate 0.32% among 360,000 | AID 651550; in the data active = activity change below about -80%; inconclusive = mostly about -51% to -80%; also: % is scaled to controls: 0 for no effect and ±100 for the full control effect
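Neuro2A cells (4,500/well, DMEM with 0.5% FBS) were treated with compound at a single 50 µM final concentration, stimulated with 6 nM IGF for 20 min at 37 °C, and lysed. Phospho-Akt Ser473 was read by HTRF as 665/615 ratio ×10^4.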
MmCpn inh – inhibitors of Methanococcus maripaludis chaperonin (MmCpn); purified Mm-Cpn ATPase, ADP Transcreener TR-FRET; hit rate 0.031% among 330,000; Potency, µM (titrated, usually from 76.9 µM), for the others: at the highest dose activity, negative = inhibition, most hits filed as inhibitors; AID 504842; also: potency is read from the fitted curve at half-maximal effect; % is scaled to controls: 0 for no effect and ±100 for the full control effect; nearly all actives have a fitted effect of over 80% in size
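ATPase turnover read by TR-FRET ADP competition (Eu cryptate antibody/ADP-d2, 665/590 nm): 10uM ATP final, 25nM Mm-CPN final, 30 min 37degC after 10-min compound preincubation, pH 7.4 Tris/KCl/MgCl2/DTT buffer.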
Nrf2 inh – inhibitors of Nrf2 signaling. A549 ARE-Fluc reporter, luciferase luminescence, 18-24 h. Potency, µM (doses to about 46 µM), for the others: at the highest dose activity change, negative = inhibition, hits mostly inhibitors. hit rate 2.1% among 360,000. AID 504444; also: potency is read from the fitted curve at half-maximal effect; % is scaled to controls: 0 for no effect and ±100 for the full control effect; nearly all actives have a fitted effect of over 60% in size
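Reporter: ARE-Fluc in A549. Exposure: 18-24 h, 37 °C, 5% CO2, 5% FBS OPTI-MEM. Readouts: fluorescent cytotoxicity (CellTiter-Fluor), then luminescent Nrf2 signal after BugLite.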
Nrf2 ARE act – activators of Nrf2 (ARE) signaling. Potency, µM (doses to about 46.1 µM), without a hit: at the highest dose activation, most hits filed as activators. AREc32 ARE-luciferase reporter (MCF7-derived line), luminescence, 24 h. hit rate 0.31% among 410,000; also: potency is read from the fitted curve at half-maximal effect; % of control where 0% means no effect; nearly all actives have a fitted effect of over 65% in size
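For detection, Steady-Glo was added and plates sat 30 min at RT; before that, AREc32_Fluc cells grown overnight in OPTI-MEM/5% FBS had been treated with 23 nL compound for 24 hr at 37 deg C.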
TGFb SMAD3 inh – blocks TGF-b signaling; HepG2 CAGA-GFP TGF-b/SMAD3 reporter, GFP fluorescence, 18 h; TGF-beta stimulated, 500 pg/mL final; hit rate 1.2% among 410,000; Potency, µM (titrated, usually from 46.1 µM), for the others: top-dose activity, negative = inhibition, most hits filed as inhibitors; also: potency is read from the fitted curve at half-maximal effect; % is scaled to controls: 0 for no effect and ±100 for the full control effect; nearly all actives have a fitted effect of over 65% in size
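HEPG2 CAGA-GFP reporter cells (1000/well, DMEM with 1% FBS) received compounds, then recombinant TGF-beta at 500 pg/mL final for 18 hours at 37 degrees C. Per-cell GFP summed per well was normalised to unstimulated and stimulated DMSO controls before curve fitting.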
Abeta yeast res – A-beta toxicity reversal in yeast. yeast expressing A-beta42, growth rescue, OD600, 48 h; response scale: 0% DMSO, 100% iron-clioquinol control. Potency, µM (series often up to 46.1 µM), inactives show at the top dose growth rescue, hits mostly activators. hit rate 0.063% among 410,000. AID 1347071; also: potency is read from the fitted curve at half-maximal effect; nearly all actives have a fitted effect of over 55% in size
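Yeast A-beta toxicity model in growth medium with pinned compounds, 48 h at 30 C; growth read as absorbance at 600 nm. Normalized to FeCl3/clioquinol equimolar mix (positive) and DMSO (negative).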
CCT modulator – modulators of cytosolic chaperonin (CCT/TRiC) activity; hit rate 0.3% among 360,000; purified chaperonin ATPase assay, HTRF ADP detection, 30 min; activity change, % (concentration not given with the values), hits read low; AID 651819; in the data active = activity change below about -30%; also: % is scaled to controls: 0 for no effect and ±100 for the full control effect
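We incubate TRiC, 40 or 20 nM final, with library compounds at 76 uM and 10 uM ATP for 30 min at 37 °C. ADP formed is detected with Transcreener HTRF reagents after 30 min at room temperature.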
HepG2 viability – HepG2 cytotoxicity, counter-screen for TGF-b inhibitors. Potency, µM (doses to about 46.1 µM), without a hit: top-dose activity change, negative = cytotoxicity, most hits filed as cytotoxic. AID 588856. hit rate 0.76% among 410,000. HepG2 CAGA-GFP viability, ATP luminescence, 18 h; also: potency is read from the fitted curve at half-maximal effect; some results filed as inactive show a strong effect at the top dose
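CellTiter-Glo luminescence gave cytotoxicity after 18 hours at 37 degrees C. The cells were HepG2 CAGA-GFP in 1% FBS DMEM, stimulated with 500 pg/mL TGF-beta after compound addition. %Activity was normalised to no-cell wells (complete cell-killing) and DMSO (no toxicity), and curves were fitted and classified.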
A549 tox – kills or reduces viability of A549 cells in Nrf2 counter-screen; A549 ARE-Fluc cells, CellTiter-Fluor viability, 18-24 h; Potency, µM (series often up to 46 µM), for inactives: at the highest dose activity change, negative = cytotoxicity, usual class: inhibitors; hit rate 0.16% among 390,000; AID 504648; also: potency is read from the fitted curve at half-maximal effect; % is scaled to controls: 0 for no effect and ±100 for the full control effect
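A549 ARE_Fluc cells in 5% FBS OPTI-MEM were exposed to compounds in concentration-response for 18-24 h at 37 deg C. Viability was read by CellTiter-Fluor fluorescence (Ex 405/Em 525) after 30 min, before the luciferase read.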
An asterisk follows results filed as active; i = inactive; ? = inconclusive; / = no result given. Unless noted, calls follow the shape of the dose curve; as a rule, active = well fitted curve in the direction sought with a large enough effect; inconclusive = small, poorly fitted or top-dose-only effect, or another doubt; inactive = no such curve, though single readings can be large; an effect the other way counts as inactive or inconclusive.

SMILES	Akt phos inh	MmCpn inh	Nrf2 inh	Nrf2 ARE act	TGFb SMAD3 inh	Abeta yeast res	CCT modulator	HepG2 viability	A549 tox
CCN(CC(=O)Nc1ccc(NC(C)=O)cc1)C(=O)c1ccc2c(c1)OCO2	i	-8%	4%	-0.4%	9%	4%	-1.8	3%	-3%
CCC(C)N(C(=O)COc1ccccc1C#N)C1CCS(=O)(=O)C1 (stereo not given)	i	-1%	14%	0.2%	-12%	-9%	-1.1	-4%	-4%
COc1ccc(CCNCC(O)COc2cccc(C(C)=O)c2)cc1OC (stereo not given)	i	3%	-6%	-0.5%	-1%	-10%	-2.8	-11%	-5%
Cc1c(C)n(Cc2ccc(F)cc2)c2ccc(C(=O)N3CCN(c4ccccn4)CC3)cc12	i	-1%	-4%	3.6%	?	/	-6.1	-7%	-4%
Cc1cn2c(=O)cc(COc3ccccc3NC(=O)c3ccc(Cl)cc3)nc2s1	/	/	-14%	-1.1%	-1%	8%	/	0%	-5%
CCOc1ccc2nc(SCC(=O)N(C)C)[nH]c2c1	i	0%	6%	0.1%	-8%	3%	-0.5	2%	-5%
Cc1cc(N2CCC(C(=O)Nc3ccc(F)cc3F)CC2)n2nc(C)c(-c3ccc(Cl)cc3)c2n1	/	/	8%	-0.1%	2%	-4%	/	-2%	-7%
Cc1cccc(NC(=O)COc2ccccc2)c1	i	1%	18%	2.0%	-29%	-7%	2.0	1%	-12%
Cc1csc2nnc(N)n12	i	0%	1%	0.0%	-16%	12%	-1.0	-14%	-2%
COc1ccc(-c2nc3cc(C)c(Br)c(C)n3c2Cc2ccsc2)cc1OC	i	/	/	23%	/	-10%	-2.2	/	/
Cc1ccc(C(=O)NCc2ccc3c(c2)OCO3)c(Cl)c1	i	/	/	2.5%	0%	11%	-0.3	-20%	/
CCc1ccc(CNc2ncc(-c3cccc(OC)c3)n2C)cc1	/	/	1%	5.6%	/	-15%	/	-40%	-10%

Copied from the list:
CCc1ccc(CNc2ncc(-c3cccc(OC)c3)n2C)cc1 | Nrf2 ARE act = 5.6%
Cc1cc(N2CCC(C(=O)Nc3ccc(F)cc3F)CC2)n2nc(C)c(-c3ccc(Cl)cc3)c2n1 | HepG2 viability = -2%

Further structures follow.
SMILES	Akt phos inh	MmCpn inh	Nrf2 inh	Nrf2 ARE act	TGFb SMAD3 inh	Abeta yeast res	CCT modulator	HepG2 viability	A549 tox
O=C(CSc1ccccn1)Nc1ccc2c(c1)C(=O)c1ccccc1C2=O	i	-4%	?	9.5%	-2%	-3%	-2.1	-4%	-9%
Cc1cc2oc(=O)c3c(c2cc1OC(=O)c1ccco1)CCCC3	/	-1%	-1%	4.3%	6%	-12%	-2.2	-1%	2%
Cc1cccc(Cn2cccc2CNS(=O)(=O)c2ccccc2F)c1	/	/	/	0.6%	-11%	6%	/	-3%	0%
COc1ccc(S(=O)(=O)N(CC(=O)Nc2cc(C)cc(C)c2)c2ccc(Cl)cc2)cc1	/	/	?	0.1%	-21%	-16%	/	-25%	-2%
O=C(NCc1ccc(C(F)(F)F)cc1)C1CC(c2ccccc2[N+](=O)[O-])=NO1 (stereo not given)	i	4%	-29%	1.4%	-5%	7%	-1.3	-12%	10%
CC(=O)Oc1ccc(/C=N/NC(=S)Nc2ccccc2)cc1	i	0%	?	6.1%	0%	?	-1.9	-24%	-8%
C/C(=N\Nc1ccc2nncn2n1)c1cccs1	i	-1%	6%	?	0%	-13%	-1.5	-53%	-8%
CC1CC(N(C(=O)C2CC2)c2ccccc2)c2ccccc2N1C(=O)C1CC1 (stereo not given)	/	0%	1%	-0.2%	0%	11%	1.5	-7%	-2%
Cc1ccc(C)c(S(=O)(=O)c2nnn3c2nc(N2CCOCC2)c2sccc23)c1	/	/	?	2.4%	-23%	-13%	/	0%	-3%
O=[N+]([O-])c1cccc(-c2nnc3c4ccccc4c4ccccc4n23)c1	i	1%	16%	-0.1%	-7%	8%	-3.7	-17%	-1%
CCCc1nnc(NC(=O)CC(=O)OCC)s1	i	-1%	/	-0.5%	?	18%	0.9	2%	3%
COc1ccc(N=C2NC(=O)/C(=C\C=C\c3ccco3)S2)cc1	i	0%	4%	13µM*	2%	-6%	-3.2	-4%	-17%

Laid out differently: results already given
The line under a structure holds: Akt phos inh, MmCpn inh, Nrf2 inh, Nrf2 ARE act, TGFb SMAD3 inh, Abeta yeast res, CCT modulator, HepG2 viability, A549 tox
Cc1cc2oc(=O)c3c(c2cc1OC(=O)c1ccco1)CCCC3
  /, -1%, -1%, 4.3%, 6%, -12%, -2.2, -1%, 2%
COc1ccc(S(=O)(=O)N(CC(=O)Nc2cc(C)cc(C)c2)c2ccc(Cl)cc2)cc1
  /, /, ?, 0.1%, -21%, -16%, /, -25%, -2%
COc1ccc(N=C2NC(=O)/C(=C\C=C\c3ccco3)S2)cc1
  i, 0%, 4%, 13µM*, 2%, -6%, -3.2, -4%, -17%
CC1CC(N(C(=O)C2CC2)c2ccccc2)c2ccccc2N1C(=O)C1CC1 (stereo not given)
  /, 0%, 1%, -0.2%, 0%, 11%, 1.5, -7%, -2%

Going on with the list.
SMILES	Akt phos inh	MmCpn inh	Nrf2 inh	Nrf2 ARE act	TGFb SMAD3 inh	Abeta yeast res	CCT modulator	HepG2 viability	A549 tox
CNC(=S)N/N=C/c1c(C)nn(-c2ccc(F)cc2)c1Cl	i	0%	6%	3.3%	-4%	?	-3.1	-11%	-1%
Cc1cccc(NC(=O)CCCCCn2c(=O)[nH]c3ccsc3c2=O)c1	/	/	?	0.5%	-11%	-2%	/	2%	-8%
CCCCn1c(=O)[nH]c(=O)c2c1nc(-c1ccc(OCCC)c(OCC)c1)n2CCOC	i	-2%	?	-0.4%	1%	-6%	-0.4	21%	1%
Cc1ccc(-c2cnc(NCc3c(F)cccc3Cl)n2C)cc1	/	/	18%	5.5%	0%	-6%	/	-32%	-4%
CC(C)(C)/C(Cn1cncn1)=N\OC(=O)Nc1ccc(Cl)cc1	i	1%	20%	0.5%	6%	-15%	-3.4	1%	0%
CCCCC(=O)Nc1ccc(NC(=O)c2ccc([N+](=O)[O-])cc2)cc1OC	i	4%	-14%	0.2%	?	7%	-2.7	-15%	0%
C=CCc1cccc(CNn2cnnc2)c1O	i	0%	-12%	-0.4%	0%	-18%	-1.2	-3%	2%
CC1CCN(C(=O)c2cc(Cl)nc3ccccc23)CC1	i	1%	1%	-0.2%	0%	-2%	-23	5%	1%
COC(=O)c1c(C)oc(C)c(C(=O)OC)c1=O	i	3%	/	-0.3%	1%	13%	0.8	-28%	9%
O=C(NCC(c1ccco1)N1CCCC1)c1sc2ccccc2c1Cl (stereo not given)	i	-1%	3%	4.5%	-14%	/	-0.9	-33%	2%
C[C@H](CO)N1C[C@H](C)[C@@H](CN(C)C(=O)Nc2ccccc2)Oc2ccc(NC(=O)CCC(F)(F)F)cc2C1=O	i	3%	4%	-0.8%	?	0%	-0.3	-3%	-6%
Cc1ccc(C(=O)c2c[nH]c(C(=O)NCc3cccnc3)c2)cc1	i	-3%	-20%	-0.7%	-21%	19%	-0.5	-22%	-2%
C=CCNc1nc(N)c([N+](=O)[O-])c(N2CCCCCC2)n1	i	3%	?	-1.1%	-6%	-4%	0.3	-8%	-1%
CC(=O)N1c2ccc(S(=O)(=O)N3CCN(c4ccc(C)cc4C)CC3)cc2CC1C (stereo not given)	/	/	?	-0.4%	?	-15%	/	-5%	11%
COc1cccc(-c2cnc3c(NC(C)=O)cc(-c4cccc(C(=O)NCCN(C)C)c4)cn23)c1	i	/	/	?	?	0%	-5.1	13µM*	/
C/C(=N\NC(=O)c1cccc(N2CCCC2=O)c1)c1ccc(N)cc1	i	-1%	2%	2.4%	13%	-7%	-3.7	-12%	-5%
Cc1ccc(C(=O)N2CCC(c3c[nH]c4ccccc34)(c3c[nH]c4ccccc34)CC2)cc1	/	/	?	7.3%	?	-16%	/	-15%	-9%
Cc1cc(C(F)(F)F)n2[nH]c(=O)c(N=Nc3ccccc3)c2n1	i	-7%	?	-0.2%	-2%	?	1.6	-7%	2%
Cc1ccc(-c2csc(NC(=O)c3cccc([N+](=O)[O-])c3)n2)cc1	i	2%	?	-0.8%	0%	13%	-0.9	-5%	-5%
CCn1c(SCC(=O)Nc2cccc(NC(C)=O)c2)nnc1C(C)C	i	1%	-18%	0.4%	-6%	3%	0.4	1%	-9%

In a second layout: entries from further up.
Under each structure – Akt phos inh, MmCpn inh, Nrf2 inh, Nrf2 ARE act, TGFb SMAD3 inh, Abeta yeast res, CCT modulator, HepG2 viability, A549 tox
COC(=O)c1c(C)oc(C)c(C(=O)OC)c1=O
→ i, 3%, /, -0.3%, 1%, 13%, 0.8, -28%, 9%
CC(=O)Oc1ccc(/C=N/NC(=S)Nc2ccccc2)cc1
→ i, 0%, ?, 6.1%, 0%, ?, -1.9, -24%, -8%
CCCCn1c(=O)[nH]c(=O)c2c1nc(-c1ccc(OCCC)c(OCC)c1)n2CCOC
→ i, -2%, ?, -0.4%, 1%, -6%, -0.4, 21%, 1%
Cc1ccc(C(=O)NCc2ccc3c(c2)OCO3)c(Cl)c1
→ i, /, /, 2.5%, 0%, 11%, -0.3, -20%, /

Rows were taken by chance, and some 4.3% of all compounds hit somewhere here.
